Source: PubChem BioAssay (several laboratories)
RSV antiviral HEp-2 = inhibition of RSV-induced cytopathic effect – HEp-2 cells, primary 10 µM value included (AID 2391); HEp-2 cells, RSV-induced CPE inhibition; higher % means a stronger effect; 0.13% of 310,000 active; CPE inhibition, % at 10 µM, or IC50 in µM where a hit was titrated; in the data active means a potency from the dose series; inconclusive means CPE inhibition mostly from about 23% at the one dose, without a potency; inactive means the rest, 99 in 100 with CPE inhibition below about 21%; further: strong numbers were not always called active
Large T inhibition = SV40 large T antigen inhibitors, biochemical (AID 1903); 0.39% of 310,000 active; inhibition, % at 20 µM, or IC50 in µM where a hit was titrated; SV40 large T antigen ATPase/helicase inhibition assay; higher % means a stronger effect; in the data active means a potency from the dose series; inconclusive means inhibition mostly from about 32% at the one dose, without a potency; inactive means the rest, 99 in 100 with inhibition below about 32%; further: strong numbers were not always called active
MgcRacGAP inhibition = MgcRacGAP GTPase-activating activity inhibitors, confirmation, biochemical, ADP Hunter fluorescence | 0.6% of 340,000 active | inhibition, % at 30 µM; hits with a dose series show IC50 in µM | MgcRacGAP-stimulated Rac1 GTP hydrolysis, ADP Hunter fluorescence; higher % means a stronger effect; GST-tagged Rac1 F28L mutant substrate;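 active means first-screen hits whose inhibition reached a set limit at any dose in the follow-up dose series; inconclusive means inhibition above the set first-screen limit but never retested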;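 further: fluorescence reports GDP produced by GAP-driven GTP hydrolysis; strong numbers were not always called active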
NTR1 agonist = NTR1-driven beta-arrestin-GFP spot formation – imaging, U2OS cells, high content, primary screen (AID 493036); 0.17% of 330,000 active; activation, % at 20 µM; P30989; agonist mode;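 active means activation at or above 40% of the spot to cytoplasm intensity ratio, with at least 20 cells analyzed; inconclusive means wells under 20 cells, flagged as cytotoxic or low count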;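 further: 0% = DMSO without peptide and 100% = 100 nM NTR1 peptide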
Target sequence (P30989 whole entry, looked up): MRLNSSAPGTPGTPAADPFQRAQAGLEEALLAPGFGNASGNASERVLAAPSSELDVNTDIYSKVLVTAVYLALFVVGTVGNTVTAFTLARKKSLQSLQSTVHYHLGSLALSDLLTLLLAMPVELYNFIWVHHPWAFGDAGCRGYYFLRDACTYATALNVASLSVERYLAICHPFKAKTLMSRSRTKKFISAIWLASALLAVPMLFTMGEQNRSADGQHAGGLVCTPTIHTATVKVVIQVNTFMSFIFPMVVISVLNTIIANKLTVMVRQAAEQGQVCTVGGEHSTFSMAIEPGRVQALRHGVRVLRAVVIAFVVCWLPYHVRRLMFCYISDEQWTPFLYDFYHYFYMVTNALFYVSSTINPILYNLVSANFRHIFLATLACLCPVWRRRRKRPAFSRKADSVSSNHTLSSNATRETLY
TNAP activators = human TNAP enzyme activators, primary screen, biochemical, luminescent, no phosphate acceptor, uHTS (AID 1001) | 0.03% of 200,000 active | activation fold at 20 µM, or EC50 in µM where a hit was titrated | purified TNAP, luminescent activation assay, no phosphate acceptor; higher activation fold means a stronger effect; in the data active means activation fold from about 3, or a potency from the dose series; inactive means the rest, 99 in 100 with activation fold below about 1.6; further: many of its hits are not listed in these tables
Salmonella PhoP GFP = inhibitors of PhoP regulon expression, primary screen, Salmonella Typhimurium, GFP reporter (AID 1863) | S. Typhimurium PhoP-regulated promoter GFP reporter, 4 h; higher % means a stronger effect | inhibition, % at 50 µM; hits with a dose series show IC50 in µM | 0.16% of 300,000 active;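 active means inhibition over 29.93%, a cutoff 3 SD above the screen mean, later confirmed by dose response; inconclusive means inhibition over 29.93% but no dose response follow-up; inactive means inhibition at most 29.93% or unconfirmed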;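 further: 0% = low Mg2+ inducing control and 100% = high Mg2+ repressing control; strong numbers were not always called active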
UTI89 phage lysis = protection from phage-mediated lysis, alamar blue read-out – E. coli UTI89, K1F phage, bacterial capsule biogenesis inhibitors (AID 488966) | inhibition, % at 100 µM; hits with a dose series show IC50 in µM | E. coli UTI89 K1F phage lysis, alamar blue, 2 h; higher % means a stronger effect | 0.02% of 340,000 active;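 active means phage lysis inhibition, versus mean bacterial control, above a set limit; inconclusive means no clear call, values can overlap the other calls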;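 further: capsule biogenesis inhibitors block K1F phage lysis so surviving cells raise fluorescence; higher fluorescence means more inhibition of phage lysis; actives were called in the ten point dose series up to 300 µM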
T cell HTS = T cell immune modulators affecting CD8 T cell-vesicle binding; 0.068% of 330,000 active; 2C CD8+ T cell-vesicle binding, flow cytometry; hits give low values; AID 2052; calls only at 7 µM;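 active means response, share of CD8 T cells binding vesicles, and their 90th percentile fluorescence all below set limits, cut at about 80% in these data, passing the limit was not always enough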
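material = purified 2C TCR transgenic mouse naive CD8+ T cells | controls = Unloaded micro-vesicles (low), QL9 vesicles with 0.7% DMSO (high) | detection = cytometric PE anti-B7-1 and Alexa647 anti-CD8 signals after 1% paraformaldehyde fixation | incubation = binding step 1.5 h, 37 °C, antibody labelling 20 min, ice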
Myeloid diff MLP = promotes myeloid progenitor differentiation | ER-HoxA9 myeloid progenitors, lysozyme-GFP differentiation, flow cytometry | 1% of 360,000 active | calls only at 10 µM | AID 624256;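 active means normalized GFP-positive differentiation at or above the plate's own cutoff, the solvent-only control mean plus 3 SD; inconclusive means no clear call, values can overlap the other calls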;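 further: cells exposed to compound for four days before flow analysis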
T cell HTS vesicle-bound % = recorded beside T cell HTS, whose call it bears; double positive events, %; measured here: CD8+ vesicle-bound cell fraction;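 binding gate set so that unloaded-vesicle control wells show 10% double positive cells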
NTR1 agonist cell count 20 µM = also measured in NTR1 agonist; calls as there; cell count; measured here: cell count, cytotoxicity flag
Myeloid diff MLP GFP+ MAC1+ % = second read-out of Myeloid diff MLP, no call of its own (marks repeat the call); GFP+ MAC1+ double positive, %; measured here: differentiation confirmed by MAC1 staining
* marks the source's active call; other numbers are inactive results; i = inactive; ? = inconclusive; . = no result given; + = active, no number; [ ] = remark or other dose.

SMILES	RSV antiviral HEp-2	Large T inhibition	MgcRacGAP inhibition	NTR1 agonist	NTR1 agonist cell count 20 µM	TNAP activators	Salmonella PhoP GFP	UTI89 phage lysis	T cell HTS	T cell HTS vesicle-bound %	Myeloid diff MLP	Myeloid diff MLP GFP+ MAC1+ %
O=c1[nH]n(-c2cccc3cccnc23)c(=O)c2ccccc12	2.8%	23%	4%	1.7	73	1.1	-3%	0.2%	i	7	i	0.6
CCCCNC(=O)COCc1cc(-c2ccc3c(c2)OCO3)on1	-0.4%	25%	.	0.6	51	.	-1%	-0.1%	i	15	i	0.2
CC(C)C(O)(C(=O)NNc1ccccc1)C(C)C	2.2%	8%	9%	-0.4	42	.	-5%	-0.1%	i	60	i	0.7
COC(=O)CNC(c1ccccc1Cl)c1cc(Br)ccc1NC(=O)CCN1CCOCC1 (centres undefined)	7.0%	10%	12%	0.2	55	1	-12%	-0.1%	i	18	i	0.5
Cc1oc2ccc(O)cc2c1C(=O)c1ccc(F)cc1	.	4%	.	0.3	57	.	.	.	i	9	i	0.4
Cc1ccccc1C(=O)Nc1ccccc1C(=O)NC1CC1	1.4%	-3%	-2%	-0.1	63	.	3%	-0.4%[50 µM]	i	9	i	2.9
COCCn1cnc2c1c(=O)n(CC(=O)OCC(=O)NCCCc1ccccc1)c(=O)n2Cc1ccccc1	1.6%	21%	3%	-0.6	75	1.1	-5%	-0.6%	i	57	i	0.3
CC(=O)Nc1ccc(/C=N/NC(=O)CNC(=O)c2ccccc2)cc1	5.9%	0%	9%	-0.8	46	1.1	-5%	0.5%	i	36	i	0.4
CC1(C)Cc2c(C#N)c(OCC(=O)c3ccccc3)nc(-c3ccoc3)c2CO1	1.3%	8%	6%	3.2	76	1	9%	0.0%	i	25	i	0.5
O=C(c1ccc2c(c1)OCO2)C1CCCN(Cc2cn[nH]c2-c2ccccc2)C1 (centres undefined)	1.3%	-4%	-1%	-1.2	82	1	10%	0.0%	i	46	i	0.2
COc1ccccc1N(CC(=O)NCc1ccccc1)C(=O)CCC(=O)Nc1ccccn1	?	-4%	3%	0.4	86	1.1	1%	-0.4%	i	35	i	0.4
Cc1nc2c(C(=O)NCc3ccc(F)cc3)c[nH]n2c(=O)c1Cl	-0.4%	28%	2%	-0.1	79	1.1	5%	-1.0%	i	11	i	6.3
C=CCNC(=O)CC(=O)N/N=C/c1ccc(F)cc1	1.7%	-2%	8%	-2.8	53	1	-5%	2.3%	i	45	i	0.5
Clc1ccc(-c2noc(CCCOc3ccccc3)n2)cc1	1.1%	21%	9%	6.1	44	1.1	11%	1.0%	i	18	i	8.4
O=C(CN1C(=O)c2ccccc2C1=O)Nc1ccc(S(=O)(=O)NCC2CCCO2)cc1 (centres undefined)	0.2%	4%	-1%	-0.2	60	1.1	11%	1.0%	i	31	i	1.7
CCOc1cc(/C=C2\SC(=O)N=C2N)ccc1O	-1.5%	4.7µM*	13µM*	-1.2	49	0.8	-1%	2.6%	i	43	i	0.7
Cc1cc(NS(=O)(=O)c2ccc(NC(=O)CCCOc3ccccc3)cc2)no1	0.6%	16%	6%	-1.4	103	0.9	-2%	0.3%	i	12	i	0.3
CN1C(=S)SC2CS(=O)(=O)CC21C (centres undefined)	-1.0%	0%	-1%	-1.4	45	.	-10%	-0.8%	i	31	i	0.4
COc1ccc(C(=O)Nc2nc3ccc4nc(C)sc4c3s2)cc1	5.9%	-2%	6%	6.6	50	1	-9%	0.9%	i	8	i	1.9
COc1ccc(/C=C2\N=C(c3ccc(C)cc3)OC2=O)cc1	1.5%	8%	10%	0.0	81	.	-5%	1.7%	i	49	i	0.7
O=C(c1cccc(S(=O)(=O)N2CCCCCC2)c1)N1CCN(c2ccccc2)CC1	12%	5%	10%	-0.7	37	1	-3%	0.3%	i	53	i	0.9
Cc1cccc(N(CC(=O)N/N=C/c2ccc(OCC(=O)NCc3ccco3)cc2)S(C)(=O)=O)c1C	0.7%	29%	6%	1.0	53	0.8	13%	5.3%	i	27	i	0.6
CC1=NOC(=O)/C1=C/c1ccc(N(C)C)cc1	1.1%	15%	.	0.7	90	0.7	16%	.	i	1	.	.
CC(C)CC(CO)N1CCN(C(=O)c2ccc(Cl)cc2Cl)CCC1=O (centres undefined)	-0.3%	5%	6%	-2.4	60	1	-3%	1.9%	i	32	i	2.4

Next section; the last 2 above are carried over.
SMILES	RSV antiviral HEp-2	Large T inhibition	MgcRacGAP inhibition	NTR1 agonist	NTR1 agonist cell count 20 µM	TNAP activators	Salmonella PhoP GFP	UTI89 phage lysis	T cell HTS	T cell HTS vesicle-bound %	Myeloid diff MLP	Myeloid diff MLP GFP+ MAC1+ %
CC1=NOC(=O)/C1=C/c1ccc(N(C)C)cc1	1.1%	15%	.	0.7	90	0.7	16%	.	i	1	.	.
CC(C)CC(CO)N1CCN(C(=O)c2ccc(Cl)cc2Cl)CCC1=O (centres undefined)	-0.3%	5%	6%	-2.4	60	1	-3%	1.9%	i	32	i	2.4
Cc1cccc(-c2noc(CCC(=O)Nc3ccccc3)n2)c1	8.3%	-2%	-2%	2.4	55	1.1	0%	0.1%	i	36	i	0.3
O=C(COC(=O)Cc1c(Cl)cccc1Cl)NC1CCCC1	.	.	10%	3.2	57	.	.	1.1%[50 µM]	i	25	i	0.8
COC(=O)c1sccc1S(=O)(=O)N1CCCC(N(C)CCc2ccccn2)C1 (centres undefined)	-0.8%	5%	6%	0.0	49	.	2%	0.1%	i	5	i	1.0
Cc1nc(-c2cnn(-c3ccccc3)c2)c2cc(C)oc2n1	5.4%	23%	1%	0.5	55	1	-1%	-0.3%	i	48	i	1.5
CC(=O)NC(CC(=O)Nc1cccc(S(=O)(=O)N2CCOCC2)c1)c1ccccc1 (centres undefined)	.	.	11%	0.0	68	.	.	1.4%[50 µM]	.	.	i	0.4
O=C(O)CNC(=S)N(Cc1ccccc1)Cc1cccs1	0.8%	-9%	2%	-0.6	56	1.1	-7%	-0.5%	i	20	i	0.6
CC(C)COc1ccc(C(=O)NC(=S)Nc2ccc(CN3CCOCC3)cc2)cc1	0.7%	-6%	11%	-1.4	85	1.2	-1%	-0.2%	i	58	i	0.8
CCCCCNC(=O)c1c[nH]c2ccc(S(=O)(=O)N3CCC4(CC3)OCCO4)cc2c1=O	3.1%	7%	5%	0.2	70	1.1	11%	0.1%[50 µM]	i	3	i	0.5
CC(C)(C)n1nc2c(c1NC(=O)c1ccc(S(=O)(=O)N3CCCCC3)cc1)CS(=O)C2 (centres undefined)	1.8%	6%	4%	-0.7	62	1.1	-4%	-1.6%	i	56	i	0.2
Cc1nc2c(C)cccn2c1/C(O)=C1\C(=O)C(=O)N(CCN(C)C)C1c1ccncc1 (centres undefined)	0.7%	5%	8%	0.1	51	1	-2%	0.8%	i	18	i	1.4
COCCNC(=O)COc1ccc(C)c(C)c1	0.9%	0%	-1%	0.4	40	1.1	4%	1.5%	i	21	i	6.7
CC(=O)c1cccc(N(CC(=O)NC2CCCC2)C(=O)CNC(=O)c2cccs2)c1	2.4%	4%	4%	-0.3	52	.	10%	0.1%	i	17	i	0.4
CCCSc1nnc2n(N)c(=O)c3ccccc3n12	1.2%	0%	8%	0.7	71	1	9%	0.5%	i	53	i	1.4
COc1cc(-c2nc(-c3cccc(C(F)(F)F)c3)no2)cc(OC)c1OC	1.3%	3%	13%	13	60	1	1%	4.3%	i	25	i	6.8
CCOc1ccc(CCNC(=O)c2cccc(NC3=NC4CS(=O)(=O)CC4S3)c2)cc1 (centres undefined)	1.3%	4%	1%	3.0	52	.	.	3.6%	i	32	i	6.2
CCNC(=O)c1c(C)nc2ccccn12	0.5%	5%	12%	-0.6	44	1.1	8%	0.3%	i	31	i	1.2
COc1cc(S(=O)(=O)NCc2ccc3c(c2)OCO3)ccc1Cl	-1.4%	10%	5%	-0.8	40	1.2	-2%	1.5%	i	9	i	4.5
Cc1cc(C(=O)N/N=C\c2cc(C(C)(C)C)ccc2O)n[nH]1	?	2%	7%	0.7	67	.	1%	0.4%[50 µM]	i	60	+	7.4*
C/C=C(/C)C(=O)O[C@@H]1Cc2c(ccc3ccc(=O)oc23)OC1(C)C	.	.	4%	2.7	80	.	.	0.2%	i	22	i	0.7
Cn1c(N)c(C(=O)COC(=O)CSc2ccccc2)c(=O)n(C)c1=O	1.1%	-1%	-3%	1.7	56	1.1	2%	0.1%[50 µM]	i	47	i	0.4
CCOC(=O)C1CCN(Cc2cnc(Oc3ccc(Cl)cc3C)s2)CC1	1.2%	18%	8%	-2.2	82	1	9%	0.4%	i	29	i	0.7
CCCSc1nc(N)nc(-c2cccs2)c1C#N	?	5%	2%	3.8	78	1	5%	0.4%	i	39	i	0.3
Cc1ccc2oc(NC(=O)N3CCOCC3)cc(=O)c2c1	2.1%	10%	-1%	-1.2	78	1	8%	-0.4%	i	15	i	2.0
O=C(Nc1c(C(=O)O)[nH]c2ccccc12)c1cccc(C(F)(F)F)c1	3.1%	9%	6%	-1.0	51	.	-9%	0.5%	i	50	i	0.4
CSc1nc(C(=O)N2CCCC(C(=O)c3ccc(Cl)cc3)C2)cs1 (centres undefined)	10%	0%	10%	-1.4	44	1	0%	0.1%	i	12	i	0.3
CCOC(=O)c1c(NC(=O)c2ccc(Br)o2)sc2c1CCCC2	1.9%	34%	9%	9.2	79	1.1	10%	0.4%	i	56	i	7.5
COc1ccc(Cl)c2sc(N(CCN(C)C)C(=O)c3ccc4c(c3)OCCO4)nc12	-0.3%	17%	7%	1.7	55	.	1%	0.8%[50 µM]	i	50	i	0.6
COc1ccc(/C=C2/C(=O)N(Cc3ccccc3)N=C2C)cc1	1.6%	2%	-2%	0.9	43	1	-6%	-2.6%	i	36	i	0.9
O=C(CN1C(=O)C2CC=CCC2C1=O)Nc1nnc(SCc2ccc(F)cc2)s1 (centres undefined)	4.3%	0%	1%	9.0	64	1.1	-12%	0.2%	i	48	i	4.7
COc1ccc(NS(=O)(=O)c2ccc(C)c(C(=O)N(C)CC(=O)Nc3cccc(OC)c3)c2)cc1	-0.1%	5%	3%	-0.2	53	.	-2%	0.2%[50 µM]	i	27	i	0.7
CC(=O)c1cnc2nc(SCc3ccc(C)cc3)nn2c1C	3.7%	5%	6%	-1.1	60	.	-7%	1.1%	i	11	i	0.8
